TDP1 cell CPT: qHTS for Inhibitors of human tyrosyl-DNA phosphodiesterase 1 (TDP1): qHTS in cells in presence of CPT | chicken DT40 Tdp1-/-;hTDP1 cells + 20 nM CPT, ATP luminescence, 48 h | Potency, µM (highest dose often 46.2 µM), for the others: at the highest dose activity change, negative = growth inhibition, actives largely listed as inhibitors | 420,000 compounds, 12% hits | AID 686979, 2013; note: nearly all actives have a fitted effect of over 55% in size
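Chicken DT40 Tdp1-/- cells stably complemented with human TDP1 were seeded at 400 cells/well in medium containing 20 nM camptothecin, exposed to pin-transferred compounds, and grown at 37 °C for at least 48 hr. Viability was read as ATP luminescence.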
KAT2A inh: qHTS Assay for Inhibitors of GCN5L2 | Histone acetyltransferase KAT2A (Homo sapiens), Q92830 | GCN5L2 HAT assay, ThioGlo1 CoA-SH fluorescence | Potency, µM (doses to about 58.9 µM), without a hit: at the top dose activity change, negative = inhibition, actives largely listed as inhibitors | 390,000 compounds, 0.21% hits
Target sequence (Q92830 whole entry, looked up): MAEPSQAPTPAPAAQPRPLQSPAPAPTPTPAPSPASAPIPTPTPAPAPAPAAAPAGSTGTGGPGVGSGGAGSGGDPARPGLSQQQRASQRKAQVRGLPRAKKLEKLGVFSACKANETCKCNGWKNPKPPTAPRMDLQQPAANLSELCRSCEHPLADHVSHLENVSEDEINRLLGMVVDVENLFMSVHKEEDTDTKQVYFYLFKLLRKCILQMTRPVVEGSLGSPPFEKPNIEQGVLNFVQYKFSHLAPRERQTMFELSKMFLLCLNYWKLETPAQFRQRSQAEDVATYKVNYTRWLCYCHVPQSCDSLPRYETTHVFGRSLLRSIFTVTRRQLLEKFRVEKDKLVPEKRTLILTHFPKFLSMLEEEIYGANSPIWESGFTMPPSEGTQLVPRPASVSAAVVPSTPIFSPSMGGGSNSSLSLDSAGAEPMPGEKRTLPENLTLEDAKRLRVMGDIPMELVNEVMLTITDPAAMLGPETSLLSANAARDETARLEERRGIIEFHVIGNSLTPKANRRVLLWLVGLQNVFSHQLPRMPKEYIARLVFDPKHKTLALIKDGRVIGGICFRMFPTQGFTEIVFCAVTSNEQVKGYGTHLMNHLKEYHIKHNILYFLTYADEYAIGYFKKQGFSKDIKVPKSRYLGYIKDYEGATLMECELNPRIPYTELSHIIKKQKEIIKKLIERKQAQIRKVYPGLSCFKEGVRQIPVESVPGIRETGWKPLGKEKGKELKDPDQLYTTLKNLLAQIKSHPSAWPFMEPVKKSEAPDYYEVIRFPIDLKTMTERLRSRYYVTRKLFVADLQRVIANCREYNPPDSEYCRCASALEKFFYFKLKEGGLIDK
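Titration-based screen in which CoA formation is detected via maleimide probe ThioGlo1 (50uM) turning fluorescent on thiol reaction; substrates H3(1-25) 75uM and acetyl-CoA 70uM, GCN5L2 20nM, 20 min incubation at room temperature.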
DT40 TDP1 no CPT: qHTS for Inhibitors of human tyrosyl-DNA phosphodiesterase 1 (TDP1): qHTS in cells in absence of CPT; DT40 Tdp1-/- hTDP1 cells, no CPT, ATP luminescence, 48 h; Potency, µM (doses to about 46.2 µM), for inactives: at the top dose activity change, negative = growth inhibition, most hits filed as inhibitors; 420,000 compounds, 15% hits; note: nearly all actives have a fitted effect of over 55% in size
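Chicken DT40 Tdp1-/- cells stably complemented with human TDP1 were seeded at 400 cells/well with DMSO in place of 20 nM camptothecin. After compound pinning, cells grew at least 48 hr at 37 °C; viability read by CellTiter-Glo luminescence.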
* hit, by the source's call; ? = inconclusive; . = not tested or not shown; [ ] = dose if it differs, or a comment. Calls come from the whole dose curve; as a rule, active = well fitted curve in the direction sought with a large enough effect; inconclusive = small, poorly fitted or top-dose-only effect, or another doubt; inactive = no such curve, though single readings can be large; an effect the other way counts as inactive or inconclusive. % is set by controls: 0 for no effect and ±100 for the full control effect; potency is the fitted concentration of half-maximal effect.

SMILES | TDP1 cell CPT | KAT2A inh | DT40 TDP1 no CPT
COc1ccc(C(=O)Nc2nnc(-c3ccccc3)o2)cc1OC | ? | -3% | 23µM*
Cc1cccc(Cl)c1NC(=O)N1CCN(c2ccnc3cc(Cl)ccc23)CC1 | ? | 3% | 13µM*
C=CCn1c2ccccc2c2nnc(SCC(=O)OCN3C(=O)c4ccccc4C3=O)nc21 | ? | -4% | -22%
CCN(c1ccccc1)S(=O)(=O)c1ccc(C(=O)NC2CCN(Cc3ccccc3)CC2)cc1 | 8.2µM* | 1% | 7.3µM*
COCC1CCCN(Cc2ccc3c(c2)CN(C(=O)c2cnn(C(C)C)c2)CCO3)C1 (configuration not stated) | 13%[9.04 µM] | . | -22%
O=C(/C=C/c1cccc([N+](=O)[O-])c1)NCCSCc1ccc(Cl)cc1 | -14% | -10% | ?
COC(=O)C(c1ccccc1)C1(O)CC(C)N(C)CC1C (configuration not stated) | 13% | -2% | 4%
COc1ccc(C2NC(c3ccc(OC)c(OC)c3OC)C(C)C(=O)C2C)c(OC)c1OC (configuration not stated) | -8% | 2% | -13%
CCC(C)NC(=O)C1CCCN(S(=O)(=O)c2ccc3c(c2)CC(C)N3C(=O)C2CC2)C1 (configuration not stated) | -13% | -1% | -23%
c1ccc(CNc2nc(NCc3ccccc3)c3sccc3n2)cc1 | 23µM* | . | 18µM*
CCOCCCn1c(=S)[nH]c2cc(C(=O)N3CCN(C)CC3)ccc2c1=O | -29% | 0% | -8%
CCn1c(CSc2nc(C)cs2)nc2cc(S(=O)(=O)N(C)C)ccc21 | -5% | -6% | -25%
O=C(NC(NC(=S)Nc1ccccc1O)C(Cl)(Cl)Cl)c1ccco1 (configuration not stated) | ? | 11% | 18µM*
CCCCC(CC)C(=O)Nc1cc(C(=O)NCCC)ccc1N1CCC2(CC1)CC(c1ccccc1)=NO2 (configuration not stated) | 6.5µM* | -2% | ?
Cc1ccc(N2CCN(c3ccc(C)cc3)C2c2cccnc2)cc1 | 23µM* | -7% | ?
CCOc1cc(/C=N/NC(=O)c2cccc(S(=O)(=O)N3CCOCC3)c2)ccc1OCC(=O)N(C)C | 0% | -10% | -4%
CCOC(=O)c1sc2nc(CC(=O)OC)nc(N(C)CCc3ccccn3)c2c1C | -13% | -7% | ?
C/C(=N\NC(=O)c1n[nH]c2c1CCC2)c1ccco1 | -22% | -7% | ?
COC(=O)C1CCN(c2cnccn2)CC1 | -1% | 7% | -2%
CCOC(=O)c1ccc(NC(C)=O)c([N+](=O)[O-])c1 | 26µM* | -4% | -100%

Profiles, looked up by structure. Order of screens: TDP1 cell CPT	KAT2A inh	DT40 TDP1 no CPT
c1ccc(CNc2nc(NCc3ccccc3)c3sccc3n2)cc1 in the list: 23µM*	.	18µM*
CCOCCCn1c(=S)[nH]c2cc(C(=O)N3CCN(C)CC3)ccc2c1=O in the list: -29%	0%	-8%
CCOC(=O)c1ccc(NC(C)=O)c([N+](=O)[O-])c1 in the list: 26µM*	-4%	-100%
C=CCn1c2ccccc2c2nnc(SCC(=O)OCN3C(=O)c4ccccc4C3=O)nc21 in the list: ?	-4%	-22%
CCC(C)NC(=O)C1CCCN(S(=O)(=O)c2ccc3c(c2)CC(C)N3C(=O)C2CC2)C1 (configuration not stated) in the list: -13%	-1%	-23%

Reprinted from the listing, seven compounds:
SMILES | TDP1 cell CPT | KAT2A inh | DT40 TDP1 no CPT
COc1ccc(C(=O)Nc2nnc(-c3ccccc3)o2)cc1OC | ? | -3% | 23µM*
Cc1cccc(Cl)c1NC(=O)N1CCN(c2ccnc3cc(Cl)ccc23)CC1 | ? | 3% | 13µM*
C=CCn1c2ccccc2c2nnc(SCC(=O)OCN3C(=O)c4ccccc4C3=O)nc21 | ? | -4% | -22%
CCN(c1ccccc1)S(=O)(=O)c1ccc(C(=O)NC2CCN(Cc3ccccc3)CC2)cc1 | 8.2µM* | 1% | 7.3µM*
COCC1CCCN(Cc2ccc3c(c2)CN(C(=O)c2cnn(C(C)C)c2)CCO3)C1 (configuration not stated) | 13%[9.04 µM] | . | -22%
O=C(/C=C/c1cccc([N+](=O)[O-])c1)NCCSCc1ccc(Cl)cc1 | -14% | -10% | ?
COC(=O)C(c1ccccc1)C1(O)CC(C)N(C)CC1C (configuration not stated) | 13% | -2% | 4%

Next results
SMILES | TDP1 cell CPT | KAT2A inh | DT40 TDP1 no CPT
COC(=O)[C@]12CCCCC=C1N(CCc1ccc(OC)c(OC)c1)C(=O)[C@H](CC(=O)NCc1ccc(OC)c(OC)c1)C2 | 29µM* | . | 16µM*
CC(=O)Nc1ccc(NC(=O)C2CC(=O)N(C(C)C)C2)cc1 (configuration not stated) | 18% | -4% | 1%
CC1=C(C)CC(C(=O)Nc2nc(C)cs2)C(C(=O)O)C1 (configuration not stated) | -9% | -10% | -12%
Cc1ccc(OCCN2CCC2(C)C(=O)NCc2cccc3ccccc23)cc1 (configuration not stated) | ? | . | ?
COc1ccc(N2CC(C(=O)Nc3nnc(Cc4ccccc4)s3)CC2=O)cc1 (configuration not stated) | -4% | 0% | -9%
COCCN(CCOC)C(=O)CCn1c(=O)oc2ccccc21 | -4% | 1% | 3%
Cc1ccc(C2C(C(=O)c3cccs3)=C(O)C(=O)N2c2nnc(C)s2)cc1 (configuration not stated) | 0% | -4% | -24%
CC(Sc1nnc(-c2ccc(Cl)cc2)n1C)C(N)=O (configuration not stated) | -12% | 3% | -10%
CC1CCN(S(=O)(=O)c2ccc3nc(N4CCN(c5ccc(F)cc5)CC4)ccc3c2)CC1 | -2% | 7% | -23%
O=C(NCc1ccccc1C(F)(F)F)C1CC(c2ccc(C(F)(F)F)cc2)=NO1 (configuration not stated) | ? | -2% | ?
CSc1nnc(-c2ccc(S(=O)(=O)N3CCCC3)cc2)n1C | -13% | 2% | -12%
COc1ccc(OCC(O)Cn2ccnc2C)cc1 (configuration not stated) | -2% | -6% | -26%
CC1CCCN(Cc2c(O)ccc3c(=O)c(-c4ccc(Cl)cc4)c(C(F)(F)F)oc23)C1 (configuration not stated) | 4% | -10% | -3%
CC(=O)N[C@@H](CCC(N)=O)C(=O)O | 4% | . | -20%
C/C(=C\c1ccccc1)CN1CCN(C(C)C)C(CCO)C1 (configuration not stated) | 11% | -2% | -10%
CC(CNc1ccc([N+](=O)[O-])c2cccnc12)Nc1c([N+](=O)[O-])cc(C(F)(F)F)cc1[N+](=O)[O-] (configuration not stated) | -6% | -16% | ?
CC(=O)c1ccc(NC(=O)CSc2nc3ccccc3c(=O)n2CCCN2CCOCC2)cc1 | ? | 2% | ?
COc1ccc(OC)c(S(=O)(=O)N2CCCc3ccccc32)c1 | -19% | -5% | ?
Cn1c(/C(C#N)=C(\O)c2cc(Cl)sc2Cl)nc2ccccc21 | 18µM* | -4% | ?
C[C@H](NC(=O)c1ncn(Cc2ccccc2)c1C(=O)N[C@@H](C)c1ccccc1)c1ccccc1 | ? | ? | ?
CCOCCn1ccc2c(OCC(=O)Nc3cc(OC)ccc3OC)cccc2c1=O | ? | 1% | 9.2µM*
Nc1nc(SCC(=O)Nc2ccc(Br)cc2Br)n[nH]1 | 6% | 3% | -3%
Cc1cc(F)ccc1NCc1ccccc1-c1nnc(-c2ccccc2Cl)o1 | ? | -5% | 21µM*
COCCn1c(=O)c(-c2cn(C)c3ccccc23)nc2cnc(N3CCNCC3)nc21 | 2% | ? | 12%
N#Cc1nc(Cc2cccc3ccccc23)oc1N1CCC(C(N)=O)CC1 | 7% | -9% | -10%
O=C(c1ccc([N+](=O)[O-])cc1[N+](=O)[O-])N1CCCC1 | -18% | 9% | 1%
COc1cc(OC)c(S(=O)(=O)Nc2ccc(C(=O)O)cc2)cc1S(=O)(=O)Nc1ccc(C(=O)O)cc1 | 3% | -1% | -10%
CC(C)COCc1ccc(O)c2ncccc12 | 0.92µM* | -17% | 0.65µM*
C=CC[C@@H](Cc1ccc(F)cc1)C(=O)OC[C@H]1CCCN1C(=O)[C@H](CC=C)CC(=O)N(CCO)Cc1ccccc1 | ? | -9% | 18µM*
CC(=O)Nc1ccc(S(=O)(=O)NCCC(=O)Nc2ccc(C)c(Cl)c2)cc1 | -21% | -6% | -29%
CN(C)S(=O)(=O)c1ccc(Cl)c(C(=O)Nc2ccc(S(=O)(=O)N3CCOCC3)cc2)c1 | 10µM* | -4% | 9.2µM*
COc1ccccc1NC(=O)Cn1cnc2sc(C(=O)Nc3ccc(OC)c(OC)c3)c(C)c2c1=O | 11% | 0% | 1%
O=C(COc1ccc(F)cc1Br)N1CCN(c2ncccn2)CC1 | -25% | -7% | ?
CSc1nc2c(c(=O)n1-c1ccc(C)cc1)SCC2 | -6% | 3% | -19%
O=C1Nc2ccc3c(c2C1=Cc1cc2c(cc1Br)OCO2)OCO3 | 3.3µM* | . | 4.6µM*
Cc1occc1C(=O)N/N=C/c1cccs1 | -10% | 0% | -19%
CCC(=O)Nc1ccc(C(=O)CSc2nc3ccccc3[nH]2)cc1 | ? | -6% | ?
CC1CCCC(NC(=O)C2COc3ccccc3O2)C1C (configuration not stated) | -20% | -4% | ?
CN(C(=O)COc1ccccc1)c1nc(-c2ccc(F)cc2)cs1 | -5% | -6% | 5%
C=CCSc1nc2c(cc1C#N)CCC2 | 3% | -8% | -12%
COc1ccc(C2CC23N=C(c2ccccc2)OC3=O)cc1 (configuration not stated) | 18µM* | -5% | ?
Cc1ccc(N2C(=O)N(CC(=O)Nc3cc(Cl)ccc3C)C(=O)C2C)cc1 (configuration not stated) | ? | -24% | ?
Cc1cccc2cc(CN(Cc3nnnn3Cc3ccccc3)C3CCCC3)c(=O)[nH]c12 | 21µM* | -11% | 13µM*
COCCNC(=O)CCn1c(=O)[nH]c2cc(OC)c(OC)cc2c1=O | -14% | 3% | -1%
Cc1cccc(N=C2NC(=O)/C(=C/C=C/c3ccco3)S2)c1 | 13µM* | -3% | 23µM*
Cc1ccc(Nc2cnn(C34CC5CC(CC(CC(=O)O)(C5)C3)C4)c(=O)c2Cl)cc1C | 1% | 0% | -1%
COc1ccccc1-c1cc(C(F)(F)F)nc(S(=O)(=O)CCCC(=O)NC(C)C)n1 | 2.3µM* | ? | 3.3µM*
O=C(Oc1cccc(OC(=O)N2CCCCC2)c1)N1CCCCC1 | ? | 11% | ?
CCCNC(=O)CN(c1ccc(F)cc1)S(=O)(=O)c1ccc2c(c1)OCCO2 | -5% | -4% | -16%
COc1cc(/C=N/NC(=O)c2ccccn2)ccc1OC(=O)c1ccccc1Br | ? | -26% | ?
Cc1sc2ncnc(SCC(=O)N(C(C)C)C(C)C)c2c1C | 20% | -1% | -7%
Cc1cccc(CNC(=O)CCCN2C(=O)CCn3nc(-c4cn(C)c5ccccc45)cc32)c1 | 23µM* | -4% | ?
COc1ccccc1NC(=O)CNC(=O)c1ccccc1 | -8% | -10% | -27%
CCSc1nnc(-c2ccc(OC)cc2)o1 | -4% | -2% | -18%
COc1ccc(OC)c(S(=O)(=O)N2CCN(c3ccc(F)cc3)CC2)c1 | -18% | -9% | -17%
CCc1nc2c(OCc3ccc(OC)cc3)cccn2c1N(C)C(=O)c1ccncc1 | -5% | . | -22%
CC(=O)c1ccc(Nc2ccc(-c3ccccc3F)nn2)cc1 | 8% | -17% | ?
COCCNC(=O)CN1C(=O)COc2ccc(S(=O)(=O)N3CCCC3)cc21 | -6% | -5% | 0%
COC(=O)c1ccc(COc2ccc(C=O)cc2OC)o1 | 1% | -1% | -4%
CCn1c(COc2cccc(C)c2)nnc1SCC(=O)Nc1cccc(C(=O)OC)c1 | ? | -3% | ?
O=[N+]([O-])c1ccc(/C=C2\CCC(C3=CCCC3)=C2N2CCOCC2)cc1 | ? | -6% | 16µM*

6 compounds from above, showing only DT40 TDP1 no CPT.
compound,DT40 TDP1 no CPT
Cc1sc2ncnc(SCC(=O)N(C(C)C)C(C)C)c2c1C,-7%
COc1cc(/C=N/NC(=O)c2ccccn2)ccc1OC(=O)c1ccccc1Br,?
O=C(Oc1cccc(OC(=O)N2CCCCC2)c1)N1CCCCC1,?
O=[N+]([O-])c1ccc(/C=C2\CCC(C3=CCCC3)=C2N2CCOCC2)cc1,16µM*
COc1ccc(OC)c(S(=O)(=O)N2CCN(c3ccc(F)cc3)CC2)c1,-17%
COc1ccc(C2CC23N=C(c2ccccc2)OC3=O)cc1 (configuration not stated),?

High-throughput results as filed in PubChem BioAssay.

The order is random; overall some 18% were active at least once.
